Screening results deposited in PubChem BioAssay by Broad Institute.
RAD54 branch: inhibitors of human RAD54 branch migration; RAD54 Holliday junction branch migration, FAM/BHQ fluorescence; Q92698; inhibition, % at 10.4 µM; 0.14% of 360,000 active;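 active means mean normalized replicate activity at least 40 and at least half of replicates scoring 40 or more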;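 further: 0% = median of neutral control wells and 100% = median of positive control wells; inhibitors cause a drop in the FAM fluorescence signal; in these data hits start at about 50%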
Target sequence (Q92698 whole entry, looked up): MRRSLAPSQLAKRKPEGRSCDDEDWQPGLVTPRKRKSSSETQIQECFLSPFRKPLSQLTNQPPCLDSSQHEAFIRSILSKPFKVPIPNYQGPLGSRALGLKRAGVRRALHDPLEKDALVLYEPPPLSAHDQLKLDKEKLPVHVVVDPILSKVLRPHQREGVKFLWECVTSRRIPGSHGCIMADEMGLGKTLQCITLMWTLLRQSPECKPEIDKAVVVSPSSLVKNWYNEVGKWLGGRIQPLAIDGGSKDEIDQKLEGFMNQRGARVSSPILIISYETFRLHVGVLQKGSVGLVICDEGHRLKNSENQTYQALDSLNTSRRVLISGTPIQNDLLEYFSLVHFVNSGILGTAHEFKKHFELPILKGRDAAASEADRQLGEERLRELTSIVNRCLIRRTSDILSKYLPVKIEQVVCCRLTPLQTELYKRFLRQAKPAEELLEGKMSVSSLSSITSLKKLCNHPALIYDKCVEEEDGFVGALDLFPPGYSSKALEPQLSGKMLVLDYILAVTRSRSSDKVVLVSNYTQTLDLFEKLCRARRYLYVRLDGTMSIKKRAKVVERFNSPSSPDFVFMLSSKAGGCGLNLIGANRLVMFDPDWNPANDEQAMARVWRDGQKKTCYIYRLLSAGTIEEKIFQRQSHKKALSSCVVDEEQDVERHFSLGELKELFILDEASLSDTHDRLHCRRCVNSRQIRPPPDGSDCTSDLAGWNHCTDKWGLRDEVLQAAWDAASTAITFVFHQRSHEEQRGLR
CFTR F508del cor: CFTR F508del correction in bronchial cells; CFBE cells, YFP halide quenching; stimulated with forskolin plus potentiator P3; % fluorescence drop versus neutral controls; activity (quench increase), % at 7.58 µM; 0.36% of 350,000 active; AID 720511;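 active means mean added fluorescence quench of at least 8% versus neutral control, with both replicates also reaching 8%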;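 further: cells transiently co-express mutant CFTR-F508del with the halide-sensitive YFP; corrector assay measuring rescue of mutant channel to the surface after 24 h compound exposure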
ARNT TACC3 PPI: disrupts binding between human ARNT and TACC3. AlphaScreen His-ARNT PAS-B/GST-TACC3 binding, luminescence; TACC3 fragment carries E629A point mutation. Q9Y6A5. 0.66% of 390,000 active. inhibition, % at 9.99 µM;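 active means mean inhibition of replicates at least 50% and at least half of replicates each reaching 50%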;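 further: 0% = complete ARNT plus TACC3 wells and 100% = ARNT alone without TACC3; many hits fall short of the cut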
INS-1E GSIS act: primary screen for activators of insulin secretion dependent on glucose, INS-1E cells, GLuc reporter luminescence; INS-1E GLuc reporter insulin secretion, 2-3 h; activation, % at 16.6 µM; 0.61% of 370,000 active; AID 743287;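 active means lowest replicate activation of at least 40%, so every replicate reaches that level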;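 further: 0% = median of neutral control wells and 100% = median of IBMX positive control wells; some compounds called inactive have numbers as strong as hits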
RAD52 inh: inhibitors of human RAD52 DNA annealing; P43351; recombinant RAD52 DNA annealing, FRET fluorescence; inhibition, % at 18.7 µM; 0.46% of 360,000 active;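 active means every replicate showing at least 50% inhibition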
ERAP1 inh: ERAP1 (human) enzyme inhibition; Q9NZ08; recombinant ERAP1, Leu-AMC fluorescence, 60 min; inhibition, % at 10.7 µM; 0.15% of 340,000 active; AID 652197;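 active means mean replicate inhibition of at least 30%, or all replicates individually reaching that 30% level; inactive means mean below 30% and not every replicate reaching it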;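 further: 0% = neutral control wells and 100% = L-leucinethiol positive control wells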
XiGFP reactiv: reactivates the inactive X chromosome in mouse fibroblasts. AID 743238. activation, % at 7.58 µM. 0.055% of 360,000 active. XiGFP mouse fibroblasts, % GFP-positive cells imaging, 3 d; cells co-treated with 5-aza-dC sensitizer; scaled so ellipticine positive control = 100%;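 active means mean normalized replicate activation at least 10% and every replicate at or above 10%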;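 further: 0% = median of on-plate neutral control wells and 100% = ellipticine 6 µM median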
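Schedule: 3 d treatment, 15 min room-temperature fixation; system: 68-5-11 XiGFP fibroblast line; buffer or medium: DMEM plus 5-aza-dC sensitizer; control set: ellipticine 6 µM positive control; compound: one concentration, pinned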
esBAF inh: SWI/SNF esBAF complex inhibition | reporter increase, % at 12.5 µM | 2% of 350,000 active | mouse ES cells, Bmi1-luciferase knock-in reporter, 24 h; 100% = twice the neutral-well signal; in the data active means activation above about 40%;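 further: 0% = median of the plate's neutral control wells and 100% = double that signal; a rise in the Bmi1 reporter signal indicates esBAF inhibition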
* hit, by the source's call; . = not tested or not shown. Compounds as they come; 3.3% or so of the library scored in one or more.

Structure	CFTR F508del cor	RAD52 inh	ARNT TACC3 PPI	INS-1E GSIS act	XiGFP reactiv	esBAF inh	RAD54 branch	ERAP1 inh
Cc1ccc(C)c(Cn2c(=O)n(-c3ccc(CC(=O)NCc4ccco4)cc3)c(=O)c3sccc32)c1	1.9	-77	-4	22	0.1	-3	-4	.
COc1cccc(N2CCN(CC(=O)NC(C)c3ccccc3)CC2)c1 (stereo not given)	-3.9	-14	4	-13	0.0	-4	-7	-2
CSc1nc(O)c(Nc2ccccc2)c(=O)[nH]1	-3.4	-12	-4	17	0.1	19	5	2
COc1cccc(NC(=O)Nc2cc(C)on2)c1	-0.3	-5	-4	1	0.1	16	-5	2
O=C(CN1C(=O)C2CC=CCC2C1=O)NCc1cccs1 (stereo not given)	.	-9	-2	-16	0.0	.	.	-1
O=S(=O)(N[C@H]1CC[C@@H](CCn2cc(-c3cccc(F)c3)nn2)O[C@H]1CO)c1ccccc1	-1.2	-4	2	-11	0.2	21	5	-4
O=C(CN1C(=O)NC2(CCCC2)C1=O)NCc1ccco1	2.9	-6	3	14	-0.1	1	-3	-2
C[C@@H]1CN([C@@H](C)CO)C(=O)c2cccc(NC(=O)c3ccc(-c4nccs4)cc3)c2O[C@H]1CN(C)C	1.2	-2	-5	28	-1.2	2	-11	-2
COc1ccc(NC(=O)N(C)C[C@@H]2OCCCC[C@H](C)Oc3ccc(NC(=O)Nc4ccccc4)cc3C(=O)N([C@H](C)CO)C[C@@H]2C)cc1	0.9	-50	2	2	0.1	0	-1	-1
CCC(=O)Nc1ccc2c(c1)C(=O)N(C)C[C@H](OC)[C@H](C)CN(Cc1cccc(F)c1)[C@H](C)CO2	0.0	-2	-8	-6	0.4	-15	7	-3
Cc1[nH]c2ccccc2c1/C=N/Nc1ccccc1[N+](=O)[O-]	3.1	-1	0	-25	0.0	.	.	-4
Cc1ccc(C(=O)Nc2nc3ccccc3s2)s1	.	.	-1	-8	.	-6	6	.
O=C(Nc1ccc(F)cc1)c1cccc(N2C(=O)C3C4C=CC(C4)C3C2=O)c1 (stereo not given)	-1.7	-7	-9	11	0.0	4	-2	1
COc1ccc(-c2ccccc2C2=CC(=O)CC(C)(C)C2=O)cc1	1.7	-14	.	28	0.5	-18	-1	-4
Cc1ccccc1-c1cn(-c2ccccc2)c(=S)[nH]1	-0.8	-24	2	1	0.2	2	1	6
O=C(CCNC(=O)c1ccc(Cl)cc1)NCc1cccc(C(F)(F)F)c1	-1.3	4	-1	-29	5.5	0	-15	1
CC(C)NC(=O)c1cccc(Br)c1	-2.1	-15	-1	17	.	-8	0	-1
COc1ccc(S(=O)(=O)N2C[C@H](O)COC[C@@H]3O[C@H](CC(=O)NCCCN4CCOCC4)CC[C@H]32)cc1	-2.3	5	-6	3	0.7	-4	-3	-3
CCC(Sc1nc2ccccc2c(=O)[nH]1)C(=O)Nc1ccc(C(C)=O)cc1 (stereo not given)	-1.9	-3	-2	8	0.0	70*	-2	1
O=C(C[C@@H]1CC[C@H](NC(=O)CCN2CCCCC2)[C@H](CO)O1)Nc1ccc(-c2ccccc2)cc1	-1.1	-5	-2	0	-0.3	1	5	-3
COc1ccc(-n2c(Cc3cccn3C)nnc2SCC(=O)Nc2cccc(OC)c2)cc1	4.2	-19	.	3	0.2	-5	2	-3
CC(O)CNc1nc2c(c(=O)n(Cc3ccc(Br)cc3)c(=O)n2C)n1C (stereo not given)	2.2	-12	4	-10	0.0	9	-3	-3
C=C(C)Cn1c(CCCNC(=O)CC)nc2ccccc21	.	-8	10	14	.	-9	-14	-1
CC=Cc1ccc2n(c1=O)C[C@@H]1[C@@H](CO)[C@H](C(=O)NCc3ccc4c(c3)OCO4)[C@H]2N1C(C)=O (mixture of isomers)	1.0	2	1	10	0.2	-2	11	-4
C[C@@H]1CN([C@@H](C)CO)C(=O)c2cccc(N(C)C)c2O[C@H]1CN(C)Cc1ccc(C(=O)Nc2ccccc2N)cc1	-3.0	-4	-3	19	0.8	10	10	1
CC(C)(C)OC(=O)NCCCC[C@H](NC(=O)c1nc[nH]c1C(=O)N[C@@H](CCCCNC(=O)OC(C)(C)C)C(=O)OC(C)(C)C)C(=O)OC(C)(C)C	5.1	-18	-5	.	0.0	17	0	4
COc1ccc(/C=N/NC(=O)c2sccc2OCc2ccc(F)cc2)cc1OC	.	.	2	6	.	5	17	.
N#CC1=C(N)Oc2c(oc(CO)cc2=O)C1c1ccccc1[N+](=O)[O-] (stereo not given)	-2.5	-50	.	8	0.0	.	-17	.
Cc1ccc(NC(=O)c2ccc3c(c2)N(CC(=O)NC(C)C)C(=O)C(C)(C)O3)cc1	-2.5	7	-36	3	0.2	-8	-9	-1
Cc1ccc(N2C(=O)c3ccc(C(=O)NCCN4CCOCC4)cc3C2=O)cc1	.	-14	.	6	.	-17	3	0
COc1ccc(S(=O)(=O)N2CCOC23CCN(C(=O)c2ccccc2OC)CC3)cc1	1.8	-4	-4	8	0.2	3	.	1
COc1cc([C@H](Cc2ccccc2)NC(C)=O)oc(=O)c1	-1.0	-74	8	.	.	-1	3	.
C[C@H]1CN([C@@H](C)CO)C(=O)CCCn2nncc2CO[C@H]1CN(C)Cc1cccnc1	0.9	7	-9	-3	-0.7	-3	-2	1
CCN(CC(=O)NC(C)(C)C)C(=O)c1ccc2c(c1)S(=O)(=O)c1ccccc1C2=O	1.2	1	-1	.	-0.1	.	.	3
Cc1cc(NC(=O)c2ccc([N+](=O)[O-])cc2)n(CCC#N)n1	0.4	-5	-5	-10	0.0	-5	-6	5
COCc1cc(C)nc(SC)c1C#N	-2.8	-7	1	8	0.1	.	.	-3
CCOC(=O)C1CCCN(C(=O)c2cc(OC)ccc2Br)CC1 (stereo not given)	-2.3	-7	.	-10	0.1	-1	-5	-1
COc1cc2c(cc1OC)C(c1ccc3c(c1)Cc1ccccc1-3)OC(=O)C2 (stereo not given)	-1.5	-39	.	.	0.1	-11	1	-1
Cc1noc(C)c1NC(=O)Nc1ccc2c(c1)C(=O)N([C@H](C)CO)C[C@H](C)[C@H](CN(C)S(=O)(=O)c1cn(C)cn1)O2	-0.9	-11	4	17	0.1	3	0	2
CC(C)[C@@H](CO)NC(=O)c1ccc2c3n(nc2c1)-c1ccccc1CO3	0.0	-6	7	17	0.0	-16	2	-1

Shown as a hit in esBAF inh, among the entries above:
smiles | CFTR F508del cor | RAD52 inh | ARNT TACC3 PPI | INS-1E GSIS act | esBAF inh | ERAP1 inh
CCC(Sc1nc2ccccc2c(=O)[nH]1)C(=O)Nc1ccc(C(C)=O)cc1 (stereo not given) | -1.9 | -3 | -2 | 8 | 70* | 1

Following part
Structure	CFTR F508del cor	RAD52 inh	ARNT TACC3 PPI	INS-1E GSIS act	XiGFP reactiv	esBAF inh	RAD54 branch	ERAP1 inh
Cc1ccc(S(=O)(=O)N2C[C@@H]3[C@H]4CC[C@H](C4)[C@@H]3[C@@H](C)[C@H]2c2ccco2)cc1	2.5	-4	-1	10	-0.1	3	3	-2
O[C@@H]1COC(Nc2ccc(N=Nc3ccccc3)cc2)C[C@@H]1O (stereo not given in full)	-0.3	-7	.	.	-0.1	.	.	-3
Cc1ccc2c(c1C)NC(=O)C21N2CCCC2C(C(=O)c2ccc3ccccc3c2)C12C(=O)Nc1ccccc12 (stereo not given)	-2.6	-7	-2	-5	0.1	-5	3	3
CCCCn1c(N)c(N(CCC(C)C)C(=O)C2CCCO2)c(=O)[nH]c1=O (stereo not given)	-2.6	-5	-6	1	0.1	.	.	-1
CCOC(=O)/C(C#N)=C\c1ccco1	.	.	0	13	.	-1	-1	.
Cn1cnc(S(=O)(=O)N[C@H]2C=C[C@@H](CC(=O)NCC3CCCCC3)O[C@@H]2CO)c1	-0.2	-3	-3	9	0.4	3	-5	2
COCC#Cc1ccc([C@@H]2[C@H](CO)N3CCCCN(C(=O)COC)C[C@@H]23)cc1	-2.4	.	-5	0	0.3	.	9	.
COc1ccc(C(=O)/C=C/C(=O)N(Cc2ccc3c(c2)OCO3)C(C(=O)NC2CCCCC2)c2ccncc2)c(O)c1 (stereo not given)	5.9	-26	1	-10	0.4	1	6	3
O=C(COC(=O)c1cc(Cl)ccc1Cl)NCCN1C(=O)CSC1=O	.	-13	3	48	0.1	.	.	-1
COc1ccc(Cl)cc1NC(=O)CSc1nc(NS(=O)(=O)c2ccccc2)cc(=O)[nH]1	2.5	-18	-4	2	0.3	4	-7	-4
C[C@H]1CN([C@@H](C)CO)C(=O)c2cc(NC(=O)Cc3ccccc3)ccc2O[C@@H]1CN(C)S(=O)(=O)c1ccc(Cl)cc1	0.0	12	-4	-7	0.2	1	12	2
Cc1ccc(NC(=O)C(=O)NCc2ccccn2)cc1	.	-11	1	7	0.0	.	.	-3
Cc1cc(=O)[nH]c(SCC(=O)NC2CCCc3ccccc32)n1 (stereo not given)	-0.2	-11	-10	20	0.0	.	-5	-1
COc1cc(OC)cc(-c2noc(-c3csc([C@H]4C[C@H](O)[C@@H](CO)O4)n3)n2)c1	3.3	-6	.	.	0.2	71*	-4	0
O=[N+]([O-])c1cc(C(F)(F)F)cc([N+](=O)[O-])c1Sc1n[nH]c(C(F)(F)F)n1	-1.8	2	-3	-2	-0.1	.	12	-2
Cc1ccc(S(=O)(=O)NCCCNS(=O)(=O)c2ccccc2)cc1	3.3	1	-2	2	0.1	-7	1	-2
Cc1noc(C)c1NC(=O)Nc1ccc2c(c1)C(=O)N([C@@H](C)CO)C[C@@H](C)[C@@H](CN(C)S(=O)(=O)c1ccc(F)cc1)O2	0.0	-7	-6	4	0.0	2	-14	6
COc1cccc(-c2cc(C(=O)N3N=C(C)CC3(O)C(F)F)c3ccccc3n2)c1 (stereo not given)	3.8	8	-5	0	0.0	.	.	-3
Cc1coc2c(C)c3oc(=O)c(CCC(=O)N(C)CC(=O)O)c(C)c3cc12	1.9	-16	19	10	0.0	3	-11	0
O=C(CSC1=NS(=O)(=O)c2cc(Cl)ccc2N1)NCc1ccc(F)cc1	0.1	-1	3	-2	-0.1	9	.	-1
